Screening results from PubChem.
Gli-Sufu antag: antagonists of Gli-Sufu signaling; hit rate 0.74% among 340,000; inhibition, % at 5 µM; Sufu-KO-LIGHT fibroblasts, Gli luciferase reporter luminescence;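 active = inhibition above about 55%, limit read from the data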;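 note: 0% = DMSO-treated cells and 100% = wells with medium but no cells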
Jurkat NFkB inh: inhibitors of the PMA/ionomycin-induced NF-kB reporter in Jurkat cells; PMA/ionomycin-induced NF-kB luciferase reporter, luminescence; inhibition, % at 4 µM; hit rate 0.53% among 330,000; AID 435003
SENP7 inh: inhibitors of human SENP7 protease | Q9BQF6 | recombinant SENP7, Z-RLRGG-aminoluciferin luminescence, 40 min | inhibition, % at 5 µM | hit rate 1.5% among 330,000 | AID 434973;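 active = inhibition above about 50% at the single test dose, limit read from the data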;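 note: plate controls were DMSO with enzyme for no effect and no enzyme buffer wells for full effect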
Target sequence (Q9BQF6 706-1050 limits assumed): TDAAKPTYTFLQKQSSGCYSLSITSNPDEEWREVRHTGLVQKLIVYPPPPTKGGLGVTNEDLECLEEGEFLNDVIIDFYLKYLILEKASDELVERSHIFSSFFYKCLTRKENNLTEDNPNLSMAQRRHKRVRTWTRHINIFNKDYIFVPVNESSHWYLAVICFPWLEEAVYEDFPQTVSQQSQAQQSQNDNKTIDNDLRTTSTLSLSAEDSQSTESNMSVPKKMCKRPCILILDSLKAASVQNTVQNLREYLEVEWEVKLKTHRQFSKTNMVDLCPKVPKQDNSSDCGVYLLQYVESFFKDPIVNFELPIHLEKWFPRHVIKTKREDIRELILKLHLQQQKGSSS
Apaf-1 inh: blocks human Apaf-1 apoptosome activity. hit rate 0.71% among 330,000. inhibition, % at 20 µM. AID 489030. reconstituted apoptosome caspase-3 activity, DEVD-Rh110 fluorescence; active = inhibition of at least 40% at 20 µM;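 note: plate controls were DMSO wells for no effect and DEVD-CHO caspase inhibitor wells for full effect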
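detection = Rh110 fluorescence intensity | test system = biochemical Apaf-1 apoptosome reconstitution | also added = cytochrome c and DEVD-Rh110 substrate | schedule = 30 min plus 50 min, RT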
697 NFkB inh: lowers PMA/ionomycin-induced NF-kB signal in 697 B cells; 697 B-cell NF-kB luciferase reporter, 16 h; inhibition, % at 4 µM; hit rate 0.33% among 330,000; in the data active = inhibition above about 35%
SENP8 inh: SENP8 protease inhibition; hit rate 1.2% among 330,000; AID 2540; Q96LD8; inhibition, % at 10 µM; purified SENP8, Z-RLRGG-aminoluciferin cleavage, luminescence
Target sequence (Q96LD8 whole entry, looked up): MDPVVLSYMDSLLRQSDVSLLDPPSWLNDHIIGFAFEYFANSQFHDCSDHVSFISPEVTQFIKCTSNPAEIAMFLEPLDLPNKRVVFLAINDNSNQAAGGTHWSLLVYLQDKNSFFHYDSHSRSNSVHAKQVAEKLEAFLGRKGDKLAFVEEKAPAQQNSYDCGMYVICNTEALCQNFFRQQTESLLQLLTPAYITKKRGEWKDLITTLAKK
HKDC1 inhibitor: inhibitors of human hexokinase HKDC1; AID 493160; recombinant HKDC1, G6PDH/diaphorase resazurin coupled fluorescence; inhibition, % at 20 µM; Q2TB90; hit rate 0.16% among 340,000;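 active = inhibition above about 35% when tested at 20 µM, limit read from the data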;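 note: plate controls were DMSO wells with enzyme for no effect and DMSO wells lacking enzyme for full effect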
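Material – in-house recombinant HK5 (HKDC1) enzyme · Quantity – HKDC1 at 5 µg/mL · Buffer or medium – pH 8.0 Tris buffer with 10 mM MgCl2 · Reagent – glucose with 1 mM ATP · Dosing – single 20 µM dose · Times – reaction time 90 min, room temperature, protected from light · Technique – resorufin fluorescence at 613 nm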
UBC13 inh: blocks human UBC13 polyubiquitin chain formation. inhibition, % at 20 µM. AID 485273. P61088. hit rate 0.47% among 330,000. TR-FRET; in the data active = inhibition above about 45%, passing the limit was not always enough
Target sequence (P61088 whole entry, looked up): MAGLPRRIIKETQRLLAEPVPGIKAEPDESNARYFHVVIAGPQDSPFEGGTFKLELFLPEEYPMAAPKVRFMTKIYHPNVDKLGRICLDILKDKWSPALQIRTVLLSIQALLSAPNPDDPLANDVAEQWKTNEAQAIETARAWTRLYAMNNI
* hit, by the source's call; . = no result given. Cut-off read from the data, not from the text of the source, unless noted: active = inhibition above about 50%; inactive = the rest.

Field names – A = Gli-Sufu antag; B = Jurkat NFkB inh; C = SENP7 inh; D = Apaf-1 inh; E = 697 NFkB inh; F = SENP8 inh; G = HKDC1 inhibitor; H = UBC13 inh
CCOC(=O)c1c(CN2CCN(C)CC2)oc2ccc(O)cc12
  A: 7	B: 9	C: -13	D: 5	E: 10	F: -14	G: 1	H: 14
CNc1cc(N2CCCCCC2)ccc1[N+](=O)[O-]
  A: -5	B: 15	C: -4	D: 3	E: -19	F: 6	G: 3	H: -47
CN(C)C(=O)N1CCN(C(=O)c2ccco2)CC1
  A: 1	B: 4	C: -11	D: -4	E: 21	F: -1	G: -4	H: 1
CN(c1ccc(F)cc1)S(=O)(=O)c1ccc(Cl)c(C(=O)Nc2ccncc2)c1
  A: 47	B: 19	C: -1	D: 25	E: -78	F: -7	G: 0	H: 8
CC(C)c1ccc(S(=O)(=O)N2CCN(CC(=O)Nc3ccc4c(c3)OCO4)CC2)cc1
  A: 5	B: 3	C: -6	D: 35	E: -12	F: -9	G: -2	H: -7
CCOC(=O)N1CCN(C2OC(=O)c3ccccc32)CC1 (centres undefined)
  A: -25	B: -12	C: -4	D: -2	E: 5	F: 0	G: -3	H: 3
CCC(=O)N1CCN=C1SCc1ccccc1Cl
  A: -2	B: 3	C: 2	D: -9	E: 1	F: 2	G: -3	H: -2
CCOC(=O)C1=C(COC(=O)/C=C/c2cccc(F)c2)NC(=O)NC1C (centres undefined)
  A: -3	B: 1	C: 11	D: 12	E: -2	F: -1	G: -3	H: 7
CCN(CC)c1ccc(NC(=O)COc2ccc(-n3cnnn3)cc2)cc1
  A: -3	B: -3	C: -10	D: 12	E: -11	F: -13	G: 0	H: 1
N#CC1=C(S)N(c2ccccc2)C2(CCCCC2)NC1=O
  A: 10	B: -3	C: -7	D: -3	E: 4	F: -9	G: -8	H: -11
Cc1cnc(C(=O)OCC(=O)NC(C)c2ccccc2)cn1 (centres undefined)
  A: -3	B: 2	C: 0	D: -12	E: 12	F: 5	G: -8	H: 8
CCCn1ncc(CN2CCC(n3nccc3NC(=O)c3ccccc3OC)CC2)c1C
  A: 13	B: 6	C: -4	D: 3	E: 7	F: -8	G: 6	H: 4
O=C1NC(c2ccccc2)C(C(=O)c2cccs2)=C1O (centres undefined)
  A: 30	B: -18	C: -4	D: -1	E: 0	F: -1	G: 3	H: 1
CCN(CC(=O)NC1CCS(=O)(=O)C1)C(=O)/C=C/c1cccs1 (centres undefined)
  A: -5	B: 7	C: 0	D: -2	E: 10	F: 0	G: -6	H: 8
CC1=NN(C(=O)c2ccc(C)cc2)C(O)(C(F)(F)OC(F)(F)F)C1 (centres undefined)
  A: -10	B: -14	C: -1	D: 4	E: 20	F: 0	G: -10	H: 5
O=C(NCc1ccco1)c1sc2cccc(F)c2c1Cl
  A: -30	B: -39	C: 1	D: 11	E: -20	F: -12	G: -11	H: 14
Cc1ccc(OCC(=O)Nc2ccc3c(c2)C(=O)NC3=O)c(C)c1
  A: -7	B: 18	C: -3	D: -7	E: 17	F: 8	G: 4	H: -6
COc1ccc(CC(=O)Nc2ccc3c(c2)CCC3)cc1OC
  A: 8	B: 7	C: 3	D: 13	E: -14	F: -4	G: -7	H: 4
O=C(CCSCc1ccccc1Cl)NCc1ccco1
  A: 0	B: -24	C: 2	D: 3	E: -18	F: -1	G: -5	H: -9
COc1ccc2nc(NC(=O)c3cc(S(=O)(=O)N4CCOCC4)ccc3C)sc2c1
  A: -5	B: -7	C: 4	D: 14	E: -53	F: -1	G: -4	H: -6
CC1CCCCC12NC(=O)N(CC(=O)NCCc1ccccc1)C2=O (centres undefined)
  A: -9	B: -5	C: 3	D: 1	E: 18	F: 4	G: -5	H: 8
Cc1c(Cl)cccc1NC(=S)NC(=O)c1cncc(Br)c1
  A: 5	B: 6	C: -9	D: 14	E: -32	F: -13	G: -7	H: 2
O=C(NCCc1ccccc1)C1CCN(S(=O)(=O)c2cccc3nonc23)CC1
  A: 2	B: -7	C: -8	D: 11	E: -7	F: -11	G: -4	H: -6
COC(=O)c1c(N)c(C#N)c2n1CCCCC2
  A: 4	B: 8	C: 3	D: -13	E: 7	F: -5	G: -6	H: -6
N#C/C=C1/NC(=O)c2ccccc2S1
  A: 17	B: 9	C: 7	D: -26	E: 23	F: -4	G: 1	H: 1

2 entries picked at random from those above, as already listed:
Field names – A = Gli-Sufu antag; B = Jurkat NFkB inh; C = SENP7 inh; D = Apaf-1 inh; E = 697 NFkB inh; F = SENP8 inh; G = HKDC1 inhibitor; H = UBC13 inh
O=C1NC(c2ccccc2)C(C(=O)c2cccs2)=C1O (centres undefined)
  A: 30	B: -18	C: -4	D: -1	E: 0	F: -1	G: 3	H: 1
CCOC(=O)C1=C(COC(=O)/C=C/c2cccc(F)c2)NC(=O)NC1C (centres undefined)
  A: -3	B: 1	C: 11	D: 12	E: -2	F: -1	G: -3	H: 7

One compound at a time, as listed above.
Cc1cnc(C(=O)OCC(=O)NC(C)c2ccccc2)cn1 (centres undefined) across the screens: Gli-Sufu antag: -3; Jurkat NFkB inh: 2; SENP7 inh: 0; Apaf-1 inh: -12; 697 NFkB inh: 12; SENP8 inh: 5; HKDC1 inhibitor: -8; UBC13 inh: 8
N#C/C=C1/NC(=O)c2ccccc2S1 across the screens: Gli-Sufu antag: 17; Jurkat NFkB inh: 9; SENP7 inh: 7; Apaf-1 inh: -26; 697 NFkB inh: 23; SENP8 inh: -4; HKDC1 inhibitor: 1; UBC13 inh: 1
CC1CCCCC12NC(=O)N(CC(=O)NCCc1ccccc1)C2=O (centres undefined) across the screens: Gli-Sufu antag: -9; Jurkat NFkB inh: -5; SENP7 inh: 3; Apaf-1 inh: 1; 697 NFkB inh: 18; SENP8 inh: 4; HKDC1 inhibitor: -5; UBC13 inh: 8

Going on with the list:
Field names – A = Gli-Sufu antag; B = Jurkat NFkB inh; C = SENP7 inh; D = Apaf-1 inh; E = 697 NFkB inh; F = SENP8 inh; G = HKDC1 inhibitor; H = UBC13 inh
O=CC1=C(N2CCOCC2)/C(=C\c2ccccc2)CC1
  A: 6	B: 7	C: -4	D: 7	E: -4	F: -11	G: -7	H: -8
O=C(COc1ccccc1)N1CCN(c2ccccc2)CC1
  A: 0	B: -15	C: -2	D: 1	E: 4	F: -6	G: -9	H: -28
CC(NCc1cccs1)C(=O)Nc1cc(Cl)cc(Cl)c1 (centres undefined)
  A: 4	B: 0	C: 8	D: 5	E: 7	F: 4	G: -4	H: 6
CN1CCN(c2ccc(S(=O)(=O)N3CCCCC3)cc2NC(=O)c2ccc3ccccc3c2)CC1
  A: 7	B: -1	C: -1	D: -155	E: -18	F: -9	G: 13	H: 46*
Cc1ccc([N+](=O)[O-])cc1NC(=O)CN(C)CCOc1ccccc1
  A: 7	B: -9	C: -4	D: 7	E: -27	F: 4	G: 5	H: 1
O=C(OCn1nnc2ccccc2c1=O)C1CCCCC1
  A: 5	B: 5	C: 6	D: 5	E: -1	F: -5	G: -1	H: -2
Cc1ccc(CN(C(=O)c2csnn2)C(C(=O)NC2CCCC2)c2cccnc2)cc1 (centres undefined)
  A: -14	B: 3	C: -3	D: 1	E: 8	F: 2	G: 1	H: 8
CC(OC(=O)C1CC(=O)N(Cc2ccco2)C1)C(=O)Nc1ccc(F)cc1Cl (centres undefined)
  A: -9	B: 5	C: -4	D: -6	E: 10	F: 7	G: -4	H: 5
CCC(C)n1c(-c2cc(OC)c(OC)c(OC)c2)nc2nc3ccccc3nc21 (centres undefined)
  A: .	B: -1	C: 2	D: 0	E: 14	F: -6	G: .	H: -3
O=C1NC(=O)C(c2ccccc2)(c2ccc(O)cc2)N1 (centres undefined)
  A: -2	B: 15	C: 4	D: -6	E: 7	F: -3	G: -3	H: 12
Cc1cc(OC(F)F)ccc1NC(=S)NCCc1ccccc1
  A: 0	B: -3	C: -9	D: 8	E: 18	F: -13	G: -4	H: -3
O=C(Nc1ccc(NC(=O)C2CC2)nc1)c1ccccn1
  A: -62	B: -61	C: 52*	D: 6	E: -81	F: 5	G: -2	H: -13
O=C(COC(=O)C1CCN(c2ccc(C(F)(F)F)cn2)CC1)c1ccc(F)cc1
  A: -16	B: -1	C: 10	D: 19	E: -7	F: 5	G: 5	H: 4
COCCCNC(=O)c1c(N)n(/N=C/c2cccnc2)c2nc3ccccc3nc12
  A: 24	B: 25	C: -4	D: 13	E: 4	F: 0	G: 3	H: 25
O=C(CN1CCCCC1)Nc1ccc(N2CCCCCC2)cc1
  A: 13	B: -15	C: -7	D: 0	E: -1	F: -2	G: -4	H: 9
C[C@H](CO)N1C[C@H](C)[C@@H](CN(C)S(=O)(=O)c2ccccc2)Oc2ccc(NC(=O)C3CCCCC3)cc2C1=O
  A: 4	B: 21	C: 6	D: 8	E: 26	F: -2	G: -5	H: 3
CCOC(=O)Cc1csc(NC(=O)CSc2nnc(-c3ccc(F)cc3)o2)n1
  A: -2	B: 0	C: 2	D: -16	E: 20	F: 1	G: -11	H: 0
OCc1nc2ccc(Cl)cc2[nH]1
  A: -8	B: -6	C: 0	D: -14	E: 12	F: 5	G: -1	H: 6
CC1CC(C)CN(S(=O)(=O)c2ccc3c(c2)CCN3C(=O)C2CC2)C1 (centres undefined)
  A: 6	B: 19	C: 8	D: 24	E: -26	F: -7	G: -3	H: -4
O=C(CCN1CCOCC1)Nc1ccccc1
  A: 0	B: 6	C: -3	D: -6	E: 26	F: 3	G: -1	H: 8
CCOC(=O)CC(NS(=O)(=O)c1ccc(NC(C)=O)cc1)c1ccc(OCC)cc1 (centres undefined)
  A: -16	B: 0	C: 4	D: -2	E: 4	F: 8	G: -4	H: 0
Cc1ccc2c(c1)C(c1ccccc1)N(C(=O)c1c(F)cccc1Cl)CC(=O)N2 (centres undefined)
  A: 5	B: -7	C: -9	D: 9	E: 7	F: -9	G: 2	H: -1
Cc1ccc(C)c(SCC(=O)Nc2cccnc2Cl)c1
  A: 0	B: -12	C: 3	D: -4	E: 9	F: 2	G: -8	H: 11
COc1cc(C(=O)N/N=C(\C)Cc2ccccc2)cc(OC)c1OC
  A: -5	B: 2	C: 5	D: -8	E: 24	F: 3	G: -9	H: -5
CC1CCN(c2ccc3c(c2)S(=O)(=O)c2cccc(C(=O)NCc4cccc(F)c4)c2C3=O)CC1
  A: -7	B: -8	C: -5	D: 13	E: -3	F: -4	G: 7	H: -46

The list goes on:
Field names – A = Gli-Sufu antag; B = Jurkat NFkB inh; C = SENP7 inh; D = Apaf-1 inh; E = 697 NFkB inh; F = SENP8 inh; G = HKDC1 inhibitor; H = UBC13 inh
O=C(CSc1n[nH]c(-c2ccncc2)n1)c1ccccc1
  A: 4	B: 5	C: -7	D: -23	E: -32	F: -9	G: -7	H: 0
COc1ccc(Cc2nnc(NC(=O)C3CCCO3)s2)cc1 (centres undefined)
  A: -5	B: -10	C: 2	D: 0	E: 4	F: 7	G: -3	H: 3
N/C(Cc1ccc([N+](=O)[O-])cc1)=N\OC(=O)COc1cccc2ccccc12
  A: 0	B: 13	C: -1	D: 4	E: 11	F: 0	G: 14	H: 12
COc1cccc(C(=O)Nc2nnc(-c3ccccc3)s2)c1OC
  A: -118	B: -69	C: 55*	D: 13	E: -137	F: 57*	G: 0	H: 6
Cc1nnc(SCC(=O)N2CC(=O)Nc3ccccc32)s1
  A: 18	B: 1	C: 9	D: -7	E: -1	F: 3	G: 1	H: 2
